NCI-60 one-dose screen, 48 h, at 10 µM unless noted. Numbers give growth in % (100 = growth as untreated, 0 = no growth, -100 = all killed).
OVCAR-5 = OVCAR-5 ovarian cancer; actives 2.9% (n = 82,000); AID 1794783
NCI/ADR-RES = NCI/ADR-RES ovarian cells | actives 4.4% (n = 81,000) | AID 1794790
OVCAR-8 = OVCAR-8 ovarian cancer; actives 4.4% (n = 81,000)
OVCAR-3 = OVCAR-3 ovarian cancer; actives 7% (n = 79,000)
NCI-H23 = NCI-H23 lung cancer | actives 4% (n = 80,000)
NCI-H460 = NCI-H460 lung cancer; actives 6.8% (n = 82,000); AID 1794736
NCI-H226 = NCI-H226 lung cancer; AID 1794732; actives 3.5% (n = 79,000)
NCI-H322M = NCI-H322M lung cancer | actives 2.7% (n = 80,000)
NCI-H522 = NCI-H522 lung cancer | actives 8% (n = 78,000) | AID 1794739
Starred values were filed as active, the others as inactive; nt = no result given; & = joins results of further samples; ! = not confirmed by another sample. Rule for the calls: active = growth percent below 10; inactive = the rest.

SMILES | OVCAR-5 | NCI/ADR-RES | OVCAR-8 | OVCAR-3 | NCI-H23 | NCI-H460 | NCI-H226 | NCI-H322M | NCI-H522
O=C(O)CCSc1nc2ccccc2s1 | 102 | 108 | 96 | 104 | 98 | 103 | 104 | 103 | 99
Nc1ccc(-c2cn3ccsc3n2)cc1 | 100 | 107 | 94 | 111 | 106 | 116 | 97 | 100 | 94
CCOC(=O)c1c(N2CCCC2)[nH]c(=O)c(C=Nc2ccc(OC)cc2)c1O | 100 | 106 | 103 | 110 | 97 | 106 | 97 | 100 | 88
COc1cc(C(=O)NN)cc(OC)c1OC | 103 | 109 | 106 | 125 | 104 | 103 | 92 | 112 | 106
COc1ccc(Cc2cnc(N)nc2N)cc1OC | 100 | 100 | 96 | 106 | 97 | 105 | 99 | nt | nt
O=C(CCCC(=O)Nc1ccc(Cn2nnc3cc(Cl)c(Cl)cc32)cc1)Nc1ccc(CN2N=NC3C=C(Cl)C(Cl)=CC32)cc1 (centres undefined) | 96 | 83 | 76 | 88 | 62 | 84 | 73 | 74 | 62
CCC(C#N)(CC)CC | 105 | 107 | 98 | 109 | 110 | 109 | 104 | 100 | 84
O=C1NC(=S)NC(=O)C1=Cc1ccc(Cl)c(Cl)c1 | 110 | 107 | 107 | 109 | 104 | 125 | 112 | 128 | 143
COc1c(B(O)O)cccc1-c1nc2c(F)cc3[nH]ncc3c2c2c1CCCC2 | 8.0* | 18 | 15 | 0.0* | -11* | 4.8* | 9.5* | 7.8* | 1.2*
Cc1[nH]c(C(=O)Nc2nc3ccc(NC(=O)c4cccnc4)cc3s2)c(Cl)c1Cl | 111 | 93 | 93 | 104 | 81 | 80 | 105 | 99 | 97
CCN1C(=O)/C(=C2\SC(=Nc3ccccc3)N(Nc3ccccc3)C2=O)c2ccccc21 | 103 | 100 | 96 | 109 | 86 | 101 | 92 | 94 | 77
COc1cc(/C=C/C(=O)c2nnn(-c3ccc([N+](=O)[O-])cc3)c2C)ccc1O | 107 | 106 | 99 | 97 | 100 | 102 | 95 | 99 | 106
CCCCN(CCCC)S(=O)(=O)c1ccc(C(=O)O)cc1 | 105 | 103 | 95 | 111 | 99 | 107 | 96 | 102 | 97
COc1cc2nc(-c3ccc(C(F)(F)F)cc3)cc(OCCCN3CCC(O)CC3)c2cc1OC | 43 | 38 | 44 | 64 | 58 | 17 | -9.3* | 61 | 11
O=C(/C=C/c1c(-c2ccc(F)cc2)nc2sccn12)c1cc(F)cc(F)c1 | 98 | 116 | 111 | 75 | 105 | 96 | 103 | 120 | 110
Nc1cc(-c2ccccc2)nn1-c1cc(-c2ccccc2)no1 | 104 | 100 | 97 | 106 | 88 | nt | 94 | 81 | 75
C(CCCCCN1CCOCC1)CCCCN1CCOCC1 | 103 | 99 | 103 | 108 | 103 | 92 | 95 | 88 | 76
O=C(Nc1cccc2ccccc12)NC1CC1 | 110 | 111 | 101 | 114 | 105 | 106 | 100 | 111 | 136
CC1(C)[C@@H]2CC[C@]1(C)[C@H](O)C2 | 109 | 104 | 105 | 106 | 102 | 106 | 104 | 103 | 93
O=S(=O)(Nc1nc2ccccc2[nH]1)c1ccc2ccccc2c1 | 116 | 104 | 96 | 105 | 99 | 109 | 100 | 78 | 87
O=C1c2cccc3cccc(c23)C(=O)N1c1c(Cl)cc(Cl)cc1Cl | 103 | 106 | 107 | 122 | 107 | 113 | 115 | 102 | 96
CCCCCCCC/C=C\CCCCCCCCCCCCOc1ccc(CCOP(=O)(O)OCC[N+](C)(C)C)cc1 | 96 | 101 | 97 | 110 | 98 | 100 | 95 | 96 | 93
O=C(O)c1cn(C2CC2)c2cc(N3CCN(CN4C(=O)C=CC4=O)CC3)c(F)cc2c1=O | 103 | 104 | 100 | 115 | 102 | 106 | nt | 113 | 97
O=C(CN1C(=O)NC2NC(=O)NC21)N/N=C/c1ccccc1 (centres undefined) | 102 | 100 | 102 | 108 | 103 | 109 | 83 | 100 | 94
CC1(C)CC[C@]2(C=O)CC[C@]3(C)[C@@H](NC(=O)C[C@@H]4[C@@]5(C)CCC(=O)C(C)(C)[C@@H]5CC[C@]43C)[C@@H]2C1 | 109 | 104 | 100 | 107 | 105 | 100 | 102 | 102 | 97
COc1ccc(CC(C#N)c2cc3ccccc3[nH]2)cc1 (centres undefined) | 94 | 93 | 91 | 92 | 87 | 97 | 91 | 93 | 84
CC1CCCC(C(=O)O)C1C(=O)O (centres undefined) | 100 | 102 | 94 | 110 | 98 | 104 | 97 | nt | 81
CN(C(=O)Nc1ccc([N+](=O)[O-])cc1)c1ccccc1 | 106 | 104 | 103 | 103 | nt | 108 | 101 | nt | 96
COc1ccc2c(c1)sc1nc(-c3ccccc3)c(-c3cc(OC)c(OC)c(OC)c3)n12 | 104 | 96 | 101 | 107 | 84 | 86 | 88 | 93 | 75
COc1ccc(-c2cc(-c3cccc4ccccc34)n3c(n2)nc2ccccc23)cc1OC | 52 | 47 | 34 | nt | 45 | 3.4* | 20 | 76 | 48

Overlap with the part before: six entries, followed by the next part.
SMILES | OVCAR-5 | NCI/ADR-RES | OVCAR-8 | OVCAR-3 | NCI-H23 | NCI-H460 | NCI-H226 | NCI-H322M | NCI-H522
CC1(C)CC[C@]2(C=O)CC[C@]3(C)[C@@H](NC(=O)C[C@@H]4[C@@]5(C)CCC(=O)C(C)(C)[C@@H]5CC[C@]43C)[C@@H]2C1 | 109 | 104 | 100 | 107 | 105 | 100 | 102 | 102 | 97
COc1ccc(CC(C#N)c2cc3ccccc3[nH]2)cc1 (centres undefined) | 94 | 93 | 91 | 92 | 87 | 97 | 91 | 93 | 84
CC1CCCC(C(=O)O)C1C(=O)O (centres undefined) | 100 | 102 | 94 | 110 | 98 | 104 | 97 | nt | 81
CN(C(=O)Nc1ccc([N+](=O)[O-])cc1)c1ccccc1 | 106 | 104 | 103 | 103 | nt | 108 | 101 | nt | 96
COc1ccc2c(c1)sc1nc(-c3ccccc3)c(-c3cc(OC)c(OC)c(OC)c3)n12 | 104 | 96 | 101 | 107 | 84 | 86 | 88 | 93 | 75
COc1ccc(-c2cc(-c3cccc4ccccc34)n3c(n2)nc2ccccc23)cc1OC | 52 | 47 | 34 | nt | 45 | 3.4* | 20 | 76 | 48
COc1ccc2c(c1)c(C(=O)c1nc(-c3cn(C)c4ccc(Cl)cc34)no1)cn2C | 83 | 63 | 67 | 89 | 75 | 46 | 69 | 70 | 59
Nc1c(C(=O)Nc2cccc(C(F)(F)F)c2)sc2nc3c(cc12)C(O)CCC3 (centres undefined) | 54 | 22 | 46 | 2.1* | 39 | 14 | 56 | 27 | 19
Cn1c(=O)c2[nH]c(N/N=C/c3ccc(Br)cc3)nc2n(C)c1=O | 102 | 97 | 75 | 109 | 97 | 94 | 93 | 99 | 82
O=C(Cn1ccnc1)Nc1nccs1 | 104 | 109 | 105 | 118 | 100 | 109 | 104 | 98 | 115
COc1ccc(Cl)cc1C(C)=O | 121 | 104 | 104 | 109 | 101 | 119 | 125 | 91 | 85
CCCCCOC(=O)N1CCCCC1CC (centres undefined) | 106 | 103 | 108 | 116 | 100 | 115 | 103 | 102 | 106
COc1cc2cn3c4ccc(O)cc4[nH]c(=O)c3c2cc1OC | 30 | 25 | 0.1* | -14* | -6.0* | -56* | 8.1* | 1.3* | nt
CC(=O)Nc1ccc(C(=O)c2ccccc2)cc1 | 94 | 97 | 94 | 109 | 97 | 98 | 84 | 91 | 72
Cc1ccc(NC(=O)[C@]23CCC(C)(C)CC2C2=CCC4[C@@]5(C)C[C@@H](O)[C@H](O)[C@@](C)(CO)C5CC[C@@]4(C)[C@]2(C)CC3)cc1 (some centres undefined) | 6.4* | 31 | 45 | 41 | 30 | 3.1* | 9.5* | 69 | 12
CC(C)(C)c1ccc([I+]c2ccc(C(C)(C)C)cc2)cc1 | 50 | 90 | 7.2* | 2.9* | -14* | 5.0* | 24 | 56 | 7.8*
CCOC(=O)C1=CSC2=NC(C)=CC(c3ccc(Cl)cc3)N12 (centres undefined) | 100 | 107 | 105 | nt | 108 | 107 | 101 | 108 | 90
CN(C)C(Br)C(=O)c1ccccc1 (centres undefined) | 107 | 97 | 111 | 102 | 98 | 108 | 104 | nt | 99
c1ccc2c(c1)ccc1cc3cc4oc5ccccc5c4nc3nc12 | 108 | 90 | 96 | 109 | 80 | 100 | 86 | 93 | 77
Oc1[nH]c2ccc(Cl)cc2c1/C=c1/cc2c(c(-c3ccc(C(F)(F)F)cc3)n1)=Nc1ccccc1-2 | 105 | 94 | 88 | 66 | 62 | 30 | 78 | 98 | 60
N#Cc1c(NC(=O)c2ccc([N+](=O)[O-])o2)[n+]([O-])c2ccc(F)cc2[n+]1[O-] | 106 | 105 | 90 | 94 | 100 | 115 | 94 | 111 | 75
COc1ccc(/C=N\NC(=O)CN2CCN(c3cc4c(cc3F)c(=O)c(C(=O)N/N=C/c3ccc(OC)c(OC)c3)cn4C3CC3)CC2)cc1OC | 26 | 100 | 13 | -5.6* | -32* | 3.6* | 52 | 11 | 7.5*
O=C(COc1ccc(/C=C2\C(=O)Nc3ccc(Cl)cc32)cc1)Nc1ccccc1 | 101 | 93 | 75 | nt | 83 | 38 | 92 | 97 | 87
CC(=O)O[C@H]1C[C@@]2(C)[C@@H](C[C@@H](O)[C@H]3[C@@]4(C)CC[C@H](NCCN)[C@@H](C)[C@@H]4CC[C@@]32C)/C1=C(\CCC=C(C)C)C(=O)O | 108 | 103 | 96 | 104 | 98 | 106 | nt | 99 | 96
Cc1nc2ccccc2c(C(=O)O)c1-c1ccccc1 | 108 | 102 | 105 | 113 | 100 | 107 | 102 | 116 | 90
N#Cc1cccc(/C=C(/C(=O)c2ccccc2)c2ccccc2)c1 | 80 | 40 | 20 | 36 | 81 | 78 | 72 | 78 | 58
O=c1c2ccccc2c2nccn2c2cc(Cl)ccc12 | 53 | 58 | 75 | 99 | 73 | 101 | 155 | 129 | nt
CC(=O)c1cccc([N+](=O)[O-])c1 | 92 | 102 | 100 | 106 | 97 | 123 | 93 | 101 | 89
NS(=O)(=O)c1ccc(Cl)c2ccccc12 | 100 | 118 | 109 | 112 | 107 | 106 | 90 | 97 | 109
CCCCCCCCCCCCCCn1c2ccccc2c2c3c(c4c5cc(OC)ccc5oc4c21)C(=O)NC3=O | 100 | 107 | 103 | 110 | 103 | 100 | nt | 106 | 98
O=C(C[n+]1cccc(CO)c1)c1ccc(Br)cc1 | 100 | 100 | 104 | 110 | 98 | 107 | 92 | 109 | 93
NC(N)=NS(=O)(=O)c1ccc(N)cc1 | 98 | 103&110 | 106&109 | 113&115 | 103&105 | 116&108 | 106&105 | 104&109 | 83&99
COc1ccc(Cc2nccc3c(Cc4c(OC)c(OC)cc5c(Cc6ccc(OC)c(OC)c6)nccc45)c(OC)c(OC)cc23)cc1OC | 102 | 93 | 89 | 109 | 90 | 94 | 87 | 98 | 86
O=C(O)CCCc1cnc2c3sccc3nc(SCc3c(Cl)cccc3Cl)n12 | 80 | 46 | 64 | 7.3* | 62 | 22 | 83 | 55 | -12*
CC12CCC3C4(C)COC(c5ccc(Br)s5)OC4CCC3(C)C1CC(C1=CCOC1=O)O2 (centres undefined) | 94 | 64 | 76 | 83 | 58 | 82 | nt | 86 | 79
Cc1[nH]n(-c2ccccc2)c2nc3nncc3c(-c3ccc(Cl)cc3)c12 | 99 | 94 | 90 | 121 | 103 | 102 | 104 | 114 | 105

2 entries from above, set out differently.
molecule: O=C(O)CCCc1cnc2c3sccc3nc(SCc3c(Cl)cccc3Cl)n12
  OVCAR-5: 80	NCI/ADR-RES: 46	OVCAR-8: 64	OVCAR-3: 7.3*	NCI-H23: 62	NCI-H460: 22	NCI-H226: 83	NCI-H322M: 55	NCI-H522: -12*

molecule: COc1ccc(Cc2nccc3c(Cc4c(OC)c(OC)cc5c(Cc6ccc(OC)c(OC)c6)nccc45)c(OC)c(OC)cc23)cc1OC
  OVCAR-5: 102	NCI/ADR-RES: 93	OVCAR-8: 89	OVCAR-3: 109	NCI-H23: 90	NCI-H460: 94	NCI-H226: 87	NCI-H322M: 98	NCI-H522: 86

(list continues)
SMILES | OVCAR-5 | NCI/ADR-RES | OVCAR-8 | OVCAR-3 | NCI-H23 | NCI-H460 | NCI-H226 | NCI-H322M | NCI-H522
O=C(Nc1nnc(C(F)(F)F)s1)c1c(F)cccc1F | 109 | 101 | 97 | 111 | 95 | 110 | 97 | 106 | 89
C=CC(=O)Nc1cccc(Oc2nccc(Nc3nnc(C4CC4)s3)n2)c1 | 99 | 97 | 91 | 90 | 97 | 96 | 101 | 105 | 87
Oc1c(Cl)cc(Cl)cc1C1N=NC2=C(CCCC2)N1O (centres undefined) | 109 | 100 | 96 | 85 | 96 | 96 | 90 | 86 | 85
O=c1c2cccc(F)c2sc2c(N3CCNCC3)nc3ccccc3c12 | 62 | 43 | 33 | 31 | 51 | -77* | nt | 38 | 49
CCn1c(SCC(=O)Nc2cccc(C(=O)/C=C/c3ccccc3Cl)c2)nc2ccccc2c1=O | 98 | 93 | 99 | 69 | 70 | 96 | 82 | 90 | 85
Cc1nc(Nc2ncc(C(=O)Nc3c(C)cccc3Cl)s2)cc(N2CCN(CCO)CC2)n1 | 10&24 | 24&46 | -25*! | 20&37 | 33&47 | 43&74 | 46&32 | 0.8* | -1.6*
Oc1cccc(C2Nc3ccccc3-n3cccc32)c1O (centres undefined) | 94 | 80 | 83 | 80 | 92 | 95 | 91 | 89 | 97
N#Cc1nc(CC(=O)c2ccc(Cl)c(Cl)c2)c(CC(=O)c2ccc(Cl)c(Cl)c2)nc1C#N | 99 | 102 | 99 | 111 | 90 | 102 | 86 | 95 | 98
COc1ccc(CSc2nnc(-c3nn(-c4ccc(Cl)cc4Cl)c(-c4ccc(Cl)cc4)c3C)n2CCc2ccccc2)cc1 | 104 | 102 | 104 | 93 | 79 | 95 | 73 | nt | 68
CC(C)Cc1ccncc1 | 106 | 102 | 105 | 106 | 96 | 105 | 92 | 101 | 89

High-throughput results: PubChem, NCI
